CaV13 ICDI inh – Disruptors of the CACNA1D IQ motif to Ca2+-dependent inactivation inhibitor domain association, primary screening, Förster resonance energy transfer in intact living … | inhibition, % at 12.3 µM | 340,000 compounds, 0.098% hits | HEK cells, CFP/YFP FRET ICDI-IQ, plate reader, 10 min; percent FRET-ratio fall versus neutral wells;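 active = mean replicate inhibition of at least 30% and at least 1% of replicates passing that level; inconclusive = only one of the two criteria is met; inactive = neither criterion is met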;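 note: 0% = median of the neutral control wells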
PDI inh – blocks human protein disulfide isomerase activity. AID 588391. inhibition, % at 10 µM. 350,000 compounds, 0.052% hits. PDI insulin aggregation turbidity, A650, 90 min. P07237;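 active = mean inhibition across replicates of 30% or more, whatever share of single replicates reach that level; inconclusive = mean inhibition below 30% while every single replicate reaches 30%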;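 note: absorbance from insulin aggregation driven by PDI reduction with DTT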
Target sequence (P07237 whole entry, looked up): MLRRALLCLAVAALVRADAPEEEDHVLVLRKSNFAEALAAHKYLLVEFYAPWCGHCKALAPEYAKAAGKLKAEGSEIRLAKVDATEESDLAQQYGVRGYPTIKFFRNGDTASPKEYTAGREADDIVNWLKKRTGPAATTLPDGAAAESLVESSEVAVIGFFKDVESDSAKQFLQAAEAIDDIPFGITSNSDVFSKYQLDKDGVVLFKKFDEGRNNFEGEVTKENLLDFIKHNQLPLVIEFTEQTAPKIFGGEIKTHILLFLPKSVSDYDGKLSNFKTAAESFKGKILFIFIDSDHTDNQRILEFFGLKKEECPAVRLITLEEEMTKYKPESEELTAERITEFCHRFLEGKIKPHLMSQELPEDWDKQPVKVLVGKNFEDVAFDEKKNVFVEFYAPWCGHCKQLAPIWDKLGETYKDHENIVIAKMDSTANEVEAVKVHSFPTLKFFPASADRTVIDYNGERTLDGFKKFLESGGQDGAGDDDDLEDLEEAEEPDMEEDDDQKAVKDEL
Exocytosis inh – blocks lytic granule exocytosis; TALL-104 LAMP-1 surface exposure, flow cytometry; cells stimulated with thapsigargin and PMA; inhibition, % at 10 µM; 360,000 compounds, 0.66% hits; AID 651702;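 active = inhibition above about 55%, limit read from the data; inconclusive = no clear call, values can overlap the other calls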
iPSC survival up – hiPSC single-cell survival enhancement. ATPlite luminescence; 100% = ROCK inhibitor wells, 0% = DMSO. survival enhancement, % at 20 µM. 360,000 compounds, 0.044% hits. AID 602274; in the data active = survival enhancement above about 18%;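 note: cells exposed to compounds for 16 hours before the ATP read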
ABCB6 inh 2 – inhibitors of human ABC transporter ABCB6; K562-ABCB6 porphyrin accumulation, flow cytometry, 1 h; stronger effect = lower value; 360,000 compounds, 0.19% hits; fluorescence ratio to DMSO, % at 10 µM;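 active = fluorescence ratio to DMSO below 75%, the collection mean minus 3 SD; inconclusive = too few cells collected in the well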;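 note: signal is porphyrin accumulated inside mitochondria; 100% equals median channel fluorescence of DMSO control wells; lower ratio means ABCB6 inhibition with less porphyrin fluorescence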
Vif imaging – inhibitors of HIV Vif; 340,000 compounds, 0.35% hits; HEK293T cells, Vif self-association by quenched fluorescence, imaging, 24 h; inhibition, % at 7.49 µM; in the data active = inhibition above about 50%, passing the limit was not always enough; inconclusive = no clear call, values can overlap the other calls; inactive = below about 31%; note: some results filed as inactive read as strong as hits
Glyco luc inh – blocks N-linked glycosylation in D54 reporter cells; D54 ERlucT glycosylation luciferase reporter, 24 h; percent of 100 nM tunicamycin response; reporter increase, % at 12.5 µM; 360,000 compounds, 0.23% hits; AID 588692;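 active = mean luciferase reporter signal, scaled so untreated is 0 and the glycosylation-blocking control 100, at or above a set limit in every replicate; inconclusive = mean reaches the limit but not every replicate does; inactive = mean below the limit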;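 note: luciferase carries N-glycosylation sites so blocking glycosylation raises the light; 0% = median of neutral control wells and 100% = median of 100 nM tunicamycin wells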
m5-HT2A agonist – agonists of mouse serotonin 5-HT2A receptor (HTR2A); P35363; CHO-K1 mHTR2A beta-arrestin complementation, luminescence; percent of 30 µM serotonin response; activation, % at 7.6 µM; 360,000 compounds, 0.66% hits; AID 624169;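 active = activation above a run cutoff, the mean activation of all tested compounds plus 3 SD, cut at about 14% in these data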;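 note: 0% = plate median of compound wells and 100% = 30 µM serotonin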
Target sequence (P35363 whole entry, looked up): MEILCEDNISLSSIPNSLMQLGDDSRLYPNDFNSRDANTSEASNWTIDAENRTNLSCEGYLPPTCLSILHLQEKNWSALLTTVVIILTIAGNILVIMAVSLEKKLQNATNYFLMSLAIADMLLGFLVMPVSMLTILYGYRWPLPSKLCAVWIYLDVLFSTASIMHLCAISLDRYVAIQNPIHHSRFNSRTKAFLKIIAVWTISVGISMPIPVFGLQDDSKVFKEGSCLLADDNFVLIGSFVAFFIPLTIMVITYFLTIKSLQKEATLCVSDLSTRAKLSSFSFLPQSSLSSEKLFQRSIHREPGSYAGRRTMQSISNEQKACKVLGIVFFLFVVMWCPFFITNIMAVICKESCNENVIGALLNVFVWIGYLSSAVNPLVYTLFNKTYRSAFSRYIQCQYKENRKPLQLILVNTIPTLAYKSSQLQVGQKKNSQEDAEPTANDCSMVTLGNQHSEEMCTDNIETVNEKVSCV
Cardio protect – myocardial damage modulation in H9c2 cells | H9c2 cardiomyocytes, H2O2 injury protection, ATPLite, 2 h | protection from H2O2 cell death, % at 20 µM | 360,000 compounds, 0.63% hits | AID 588492;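 active = compounds giving at least 50% protection of heart cells from peroxide-induced death in the single-dose screen, raw or plate-pattern-corrected value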;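 note: 0% = DMSO wells with peroxide and 100% = DMSO wells without peroxide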
aDG glyco act – alpha-DG glycosylation activation. Pro5-aDG cells, alpha-DG glycosylation AlphaScreen (IIH6); 0% Pro5, 100% B10-LARGE cell signal. 360,000 compounds, 0.22% hits. activation, % at 10 µM. AID 624168;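 active = activation of at least 8% versus controls, or a plate z-score of at least 8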;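 note: Pro5 are CHO cells carrying HIG-tagged alpha-DG that lacks glycosylation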
* marks the source's active call; other numbers are inactive results; ? = inconclusive; / = no result given; & = joins results of further samples.

SMILES	CaV13 ICDI inh	PDI inh	Exocytosis inh	iPSC survival up	ABCB6 inh 2	Vif imaging	Glyco luc inh	m5-HT2A agonist	Cardio protect	aDG glyco act
C/C=C(\NC(C)=O)c1ccccc1	-3.9	0.3	7.2	0.0	102.0	3.1	2.3	1.7	7.1	0.0
CCOCCCNc1nc(C(F)(F)F)nc2c1nnn2Cc1ccccc1Cl	-4.0	-7.6	-14.6	0.2	93.0	-13.7	-4.2	3.2	-10.4	0.7
O=c1c2ccccc2c(-c2ccc(O)cc2)nn1-c1cccc(C(F)(F)F)c1	-5.9	-10.1	0.2	-0.5	97.0	-2.5	-5.7	-2.6	-7.3	-0.2
Cc1csc(NC(=O)c2ccc(S(=O)(=O)N(C)c3ccccc3)cc2)n1	/	12.5	-2.0	7.2	172.0	/	-1.6	1.0	-4.3	-0.5
CNC(=S)N(CCc1c(C)[nH]c2ccc(Cl)cc12)Cc1cccnc1	-2.8	11.2	7.1	-0.7	97.0	-4.4	0.3	2.6	-3.0	0.1
CCOC(=O)N1CCC(NC(=O)CSc2cc(=O)n(CC)c3ccccc23)CC1	-5.2	-5.9	0.3	-3.0	104.0	-5.2	4.5	2.4	1.9	-0.2
Cc1ccc(C2C(C(=O)c3cc4ccccc4o3)=C(O)C(=O)N2CCN(C)C)o1 (centres undefined)	-13.8	3.9	-0.9	0.3	98.0	4.0	-1.1	0.6	-1.5	0.1
Cc1cc(Cn2nc(-c3ccccc3C)cc2C(=O)O)on1	-2.6	-2.5	-9.6	3.7	91.0	6.1	2.2	3.1	9.7	-0.3
CSc1nc2n(n1)C(c1ccccn1)C1=C(CC(C)(C)CC1=O)N2 (centres undefined)	-8.5	0.0	-0.1	3.3	105.0	10.5	0.6	3.8	5.4	-0.1
CC1=CC(=O)CC(C)(C)[C@@]1(O)/C=C/[C@@H](C)O[C@@H]1O[C@H](CO)[C@@H](O)[C@H](O)[C@H]1O	/	/	8.6	-0.1	96.0	-0.6	-0.8	1.5	0.2	0.2
O=C(COC(=O)Cn1cnc2ccccc2c1=O)NNC(=O)c1ccc(Br)cc1	-2.1	-4.6	-4.1	0.0	98.0	-1.2	1.2	-0.8	-0.6	0.1
Cc1ccc(NC(=O)Cc2nnc(SCC(=O)c3ccc(Br)cc3)n2C)cc1	-4.3	-4.1	1.1	-2.3	96.0	9.0	-0.2	7.1	-6.5	0.0
Cc1ccc(-c2csc(N3CCC[C@@H]3C(=O)NCCn3c(-c4ccncc4)nc4ccccc43)n2)cc1	-9.9	3.8	-5.3	-1.5	90.0	-11.2	0.2	4.8	69.2*	1.5
COc1ccc(OC)c(CN2CCN(C(=O)[C@@H](NC(=O)c3cccc(C)c3)C(C)C)CC2)c1	-2.7	0.4	-2.7	-3.7	96.0	3.1	0.0	-9.8	16.2	0.0
Cc1ccccc1CSc1nnc(C)c(=O)[nH]1	-6.6	15.5	-1.2	1.0	96.0	/	-1.6	7.9	8.7	0.1
CCOC(=O)C1=C(O)/C(=C/c2ccc(-c3ccccc3C(=O)O)o2)SC1=Nc1ccc(C)cc1	-7.9	4.0	14.2	-0.6	126.0	-8.7	0.5	-0.5	-2.7	0.1
CSc1nsc(SCC(=O)N2CCN(c3ccccc3)CC2)n1	-3.7	-3.4	-2.4	1.5	101.0	-0.1	1.9	10.7	2.3	0.7
CCOC(=O)C1(C)CCCN1C(=O)c1cccc2ccccc12 (centres undefined)	-9.4	0.0	18.3	-2.3	99.0	3.6	2.8	-3.2	1.2	-0.1
CCOc1ccc(S(=O)(=O)N2CCN(C(=O)c3cc([N+](=O)[O-])ccc3N3CCOCC3)CC2)cc1	-1.9	13.4	-2.3	-0.6	84.0	10.3	1.8	0.6	3.8	-0.1
O=c1oc2ccccc2c(O)c1CN1CCCCC1	-3.8	-0.2	0.7	-2.5	97.0	1.9	0.8	1.3	-0.9	-0.3
O/N=C(\c1ccccc1)c1nccc2ccccc12	-2.3	4.5	1.1	0.3	99.0	0.2	-0.2	0.8	5.4	0.0
CC1(C)CC(=O)C=C(NCCCN2CCCC2=O)C1	-4.5	-7.8	1.4	-0.2	97.0	-2.1	0.6	1.9	-0.4	-0.1
CC(=O)C1=C(C)NC(=O)NC1c1ccc(Cl)cc1 (centres undefined)	-0.7	-7.9	-0.4	0.3	101.0	2.3	1.2	17.3*	0.0	-0.3
COCCn1c(=S)[nH]c2ccccc21	-1.3	0.2	-5.5	1.7	95.0	-3.2	1.4	-2.0	6.3	0.2
N#C/C(=C\c1cn(-c2ccccc2)nc1-c1ccccc1)S(=O)(=O)c1ccccc1	-5.8	-6.6	-13.1	1.3	97.0	4.4	2.8	0.4	-3.3	0.1
CN(CC(=O)NC1CC(C)(C)NC(C)(C)C1)S(=O)(=O)c1ccc(Br)cc1	-4.8	-1.6	-2.5	0.4	100.0	-1.3	0.6	2.1	0.4	-0.3
CSc1ccccc1NC(=O)CCc1ccccc1	-4.0	-1.2	-1.3	1.7	98.0	10.0	0.1	0.9	2.7	-0.1
O=C(NC1CCCC1)c1cccnc1N1CCCCCC1	-7.9	-9.7	-0.9	0.0	89.0	-4.3	-0.7	-0.6	-6.2	-0.1
COc1ccc(-c2csc(C)n2)cc1Br	11.0	-4.7	-8.9	-0.5	99.0	5.7	-2.3	-1.5	-12.5	-0.1
C=CCC[C@H](Cc1ccc(F)cc1)C(=O)OC[C@H](C)NC(=O)[C@H](CC=C)CC(=O)NCCO	-5.0	1.6	-7.4	1.8	101.0	-15.3	1.2	-3.7	4.7	-0.1
NS(=O)(=O)c1ccc(CCNC(=O)c2cnc(Cl)c(Cl)c2)cc1	-4.8	1.8	-9.3	0.0	98.0	-0.6	-3.1	-2.8	-10.6	0.1
Cc1ccc(N2C(=N)SCC2=O)cc1Cl	-0.5	2.9	0.3	-1.7	81.0	-12.4	-0.4	7.9	-3.8	0.1
O=C(c1ccc2c(c1)OCO2)c1ccc[nH]1	-5.4	0.9	-4.8	-0.3	100.0	0.7	0.1	4.0	0.3	-0.1
O=Cc1c(Cl)nc2ccccn2c1=O	-4.8	1.7	-2.6	-0.4	104.0	-2.0	-0.9	-2.4	-4.4	0.1
O=C(C[n+]1ccn(-c2ccccc2)c1)c1ccc([N+](=O)[O-])cc1	-11.9	8.5	6.9	0.2	87.0	0.3	15.5	-3.4	11.8	0.0
O=C(NC1CC1)c1ccc2sc([C@@H]3O[C@H](CO)[C@H](O)[C@H](O)[C@H]3O)nc2c1	-11.0	-10.1	-3.0	2.7	96.0	-10.0	0.4	2.0	-1.6	-0.2
CCc1cc2c(=O)n(N)c(CCC(=O)O)nc2s1	-3.3	-10.7	-0.1	-0.3	109.0	6.6	-0.3	3.1	2.1	0.0
COc1cnc(-c2ccccc2)nc1Sc1ccccc1	-6.2	-1.9	-1.8	-0.4	93.0	-3.7	1.7	-2.0	-3.6	0.1
Cc1ccc(C)c(N2CCN(C(=O)C3CCCN(S(=O)(=O)c4c(C)noc4C)C3)CC2)c1 (centres undefined)	-3.3	/	-10.2	-2.1	93.0	-19.7	-3.1	10.2	-15.7	0.6
CCCCCCSc1ccc([C@H]2N[C@@](Cc3ccccc3)(C(=O)OC)[C@H]3C(=O)N(C)C(=O)[C@@H]23)cc1OC	-5.3	4.3	6.4	-2.8	96.0	-0.4	-4.8	-1.4	1.7	0.2
Cc1c(N=C2Nc3cccc4cccc2c34)c(=O)n(-c2ccccc2)n1C	-5.3&-10.5	0.2&-5.1	0.5&-0.8	1.4&-0.7	100.0&96.0	7.5&1.5	-0.9&-1.8	1.9&-2.1	3.8&3.4	0.7&0.9
O=C(CC12CC3CC(CC(Br)(C3)C1)C2)OCCN1CCCCC1	-17.8	-0.1	15.4	-0.9	99.0	18.0	-0.4	1.4	1.5	0.3
COc1cc2c(cc1OC)CN(C(=O)CN1CCN(S(=O)(=O)c3ccccc3)CC1)CC2	-4.5	-9.9	1.3	-0.1	93.0	-0.7	1.4	2.2	3.0	0.7
Cn1c2c(c(=O)n(C)c1=O)NC1(N2)C(=O)Nc2ccccc21 (centres undefined)	-5.1	-0.1	1.4	3.8	96.0	-6.9	3.8	2.0	0.5	0.3
Cc1ccc(NC(=O)CN2C(=O)N/C(=C/c3ccco3)C2=O)cc1	-5.1	2.8	-2.1	0.3	101.0	3.3	2.3	-3.1	12.0	-0.2
OCCSc1nc(N2CCOCC2)nc(N2CCOCC2)n1	-1.9	1.7	-0.5	-0.6	103.0	5.5	1.3	4.8	-1.0	0.0
COc1ccc(C(=O)NCC(c2cccs2)N2CCc3ccccc32)c(OC)c1 (centres undefined)	-7.4	-3.4	5.7	-0.3	93.0	-4.8	-3.2	3.7	-1.5	0.9
CC(=O)N1c2ccc(S(=O)(=O)N3CCC(C(=O)NCc4ccccc4)CC3)cc2CC1C (centres undefined)	-4.9	11.7	0.2	0.4	102.0	-2.7	-2.8	-3.5	-4.3	0.0
COc1c2c(nc3ccccc13)OC(C(C)(O)COC(C)=O)C2 (centres undefined)	-4.1	0.0	3.9	0.2	97.0	-0.5	3.7	3.2	5.1	-0.1
Cc1cc(/C=C2\SC(=S)N(Cc3ccco3)C2=O)c(C)n1-c1cccnc1	-6.0	5.0	1.9	-1.6	493.0	187.1*	-10.6	0.1	6.8	-0.6
Cn1cccc1CC(=O)NNC(=O)Nc1ccccc1F	-5.1	0.4	-0.1	1.8	101.0	-5.7	0.3	2.9	5.0	0.2
Cc1cc(C(=O)N2CCN(c3cc(Cl)ccc3C)CC2)on1	-5.7	/	3.5	-0.5	98.0	4.3	0.0	-1.0	-1.9	0.5
CC1(C)C(=O)N(c2ccccc2)C1c1ccccc1O (centres undefined)	-4.0	-4.7	0.9	0.3	99.0	-6.6	2.8	-3.1	-3.4	-0.2
Cc1ccc(C(=O)Nc2nc3ccccc3n2CCN2CCCC2)cc1	-1.7	9.2	0.0	-1.4	97.0	-3.3	-3.5	-10.9	3.7	0.9
CC(=O)Nc1ccc(S(=O)(=O)N2CCN(S(=O)(=O)c3cccs3)CC2)cc1	-6.7	-0.6	-5.3	-0.3	100.0	-3.2	-2.2	0.3	-1.0	-0.1
CCOC(=O)c1ccc(/C=C2\c3ccccc3C(=O)N2c2ccccc2)cc1F	-11.8	-0.5	55.3	-3.1	97.0	/	-0.7	7.0	-4.3	-0.3
COc1cc(/C=C(\C#N)C(=O)Nc2ccc3c(c2)OCCO3)ccc1O	2.6	13.8	5.5	0.7	93.0	-0.6	1.4	-4.2	-23.8	-0.3
CCCCCCCCCCCCCCCCn1cc[n+](C)c1	-4.0	?	18.4	-5.8	88.0	-0.2	-17.3	-6.2	-11.4	-0.3
COc1ccc(CC(=O)NNC(=O)CN(C)S(=O)(=O)c2ccc(Cl)cc2)cc1OC	-4.8	-9.3	3.7	-0.7	98.0	-23.2	-0.4	-4.1	-0.3	-0.2

High-throughput results from PubChem BioAssay.

Not a hit list, and some 3.1% of all compounds hit somewhere here.
